cardiac RTF act: cardiac RTF calcium sensitivity activators, primary screen, biochemical, IANBD-TnC fluorescence, EC20 calcium; Troponin I, cardiac muscle (Homo sapiens) + Troponin T, cardiac muscle (Homo sapiens) + …; IANBD-labeled TnC RTF fluorescence at EC20 calcium; 0% EC20 calcium, 100% full calcium; activation, % at 7.2 µM; 340,000 tested, 0.24% active;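 active means activation above the mean over all tested compounds plus 3 SD, cut at about 30% in these data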;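 further: rise in fluorescence read as greater calcium sensitivity of cardiac thin filaments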
CAL PDZ FP-1: CAL PDZ peptide-binding inhibitors, primary screen, biochemical, fluorescence polarization, Cer-tagged CAL PDZ, HTS. Golgi-associated PDZ and coiled-coil motif-containing protein (Homo sapiens), Q9HD26. purified CAL PDZ, TMR-peptide fluorescence polarization, 1 h. inhibition, % at 20 µM. 330,000 tested, 0.02% active. AID 504414, 2011;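 active means highest replicate inhibition of at least 40%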;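 further: plate controls were DMSO neutral control wells for no effect and unlabeled competitor peptide control wells for full effect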
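Material: tagged CAL PDZ protein CerCALP, purified; buffer or medium: sodium phosphate/NaCl buffer pH 7.4 with TCEP, IgG, Thesit; also added: fluorescent TMR peptide probe; schedule: 1 h incubation at room temperature before polarization reading; technique: fluorescence polarization from S- and P-plane intensities, G-factor corrected; control set: unlabelled peptide and DMSO controls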
Keap1-Nrf2 PPI: Keap1-Nrf2 protein-protein interaction inhibitors, primary screen, biochemical, fluorescence polarization, single point; Kelch-like ECH-associated protein 1 (Homo sapiens), Q14145; Keap1 Kelch-Nrf2 peptide fluorescence polarization, 1536-well; inhibition, % at 9.4 µM; 340,000 tested, 0.15% active; AID 504523, 2011; in the data active means inhibition above about 12%;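 further: human Keap1 Kelch domain with fluorescein labeled Nrf2 9mer peptide probe; 0% = neutral control wells and 100% = peptide positive control; higher means more block of Keap1 binding to Nrf2 peptide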
SR-BI uptake up: activators of SR-BI mediated DiI-HDL uptake, primary screen, ldlA[mSR-BI] CHO cells, DiI fluorescence; 3 h; 100 = double the neutral-control signal; activation, % at 12.5 µM; 320,000 tested, 0.096% active;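 active means mean replicate activation of at least 60% and every replicate at or above 60%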;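 further: 0% = median plate neutral-control signal and 100% = twice that signal; values of inactives mirror those of a sister screen read the other way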
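Material: SR-BI-overexpressing, LDLR-lacking CHO cells | Dosing: Single compound concentration, delivered by pin transfer | Probe or stimulus: Labelled HDL, 10 µg/mL | Signal: Bottom-read cell fluorescence after medium removal, ex 550/em 595 nm | Schedule: 3 h, 37 °C | Evaluation: HDL uptake via cellular fluorescence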
RTF Ca sens inh: cardiac RTF calcium sensitivity inhibitors, primary screen, biochemical, IANBD-TnC fluorescence, EC70 calcium. AID 493244, 2011. 340,000 tested, 0.12% active. IANBD-labeled cardiac RTF, Ca2+ fluorescence. Troponin I, cardiac muscle (Homo sapiens) + Troponin T, cardiac muscle (Homo sapiens) + …. inhibition, % at 7.15 µM;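 active means inhibition above the mean inhibition of all tested compounds plus 3 SD, cut at about 17% in these data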;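 further: assay run at fixed EC70 calcium of 1.6 mM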
PKA-R2B activ: activators of PKA-R2B holoenzyme, primary screen, biochemical, fluorescence polarization, Cy5-IP20, human; activation, % at 11.4 µM; AID 504700, 2011; cAMP-dependent protein kinase catalytic subunit beta (Homo sapiens) + cAMP-dependent …; 340,000 tested, 0.079% active; PKA-R2B holoenzyme dissociation; R2B truncated from residue 108, S112A mutant; 0% DMSO only, 100% 113 µM cGMP;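 active means activation above a cutoff set at the mean over all compounds plus 3 SD, cut at about 18% in these data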;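 further: higher means more holoenzyme dissociation and a rise in polarization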
Target sequence (P31323 whole entry, looked up, other chains not shown, the tested form may be a part): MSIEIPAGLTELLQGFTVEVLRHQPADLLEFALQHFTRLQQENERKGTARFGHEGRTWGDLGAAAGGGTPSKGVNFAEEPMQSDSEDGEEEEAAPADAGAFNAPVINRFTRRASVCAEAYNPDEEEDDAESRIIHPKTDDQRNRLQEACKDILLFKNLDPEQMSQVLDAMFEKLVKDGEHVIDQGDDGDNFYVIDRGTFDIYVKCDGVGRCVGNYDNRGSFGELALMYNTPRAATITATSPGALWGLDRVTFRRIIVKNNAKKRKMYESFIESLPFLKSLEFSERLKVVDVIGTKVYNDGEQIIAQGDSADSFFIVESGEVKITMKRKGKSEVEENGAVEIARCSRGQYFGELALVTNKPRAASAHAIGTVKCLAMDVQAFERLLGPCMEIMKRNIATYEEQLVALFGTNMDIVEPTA
C-LANA FP: inhibitors of KSHV C-LANA binding to DNA, primary screen, biochemical, fluorescence polarization, FAM-LBS DNA, MBP-C-LANA, single point; Kaposi's sarcoma herpesvirus LANA C-terminal domain (residues 932-1162) DNA binding; inhibition, % at 9 µM; 340,000 tested, 0.078% active; AID 504423, 2011;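 active means highest replicate inhibition at or above 60% at 9 µM, even if other replicates fall short; inactive means all replicates below 60% inhibition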;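 further: 0% = neutral control wells and 100% = 4 µM acridine orange control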
Rtt109 HAT inh: inhibitors of C. albicans Rtt109/Vps75 HAT, primary screen, biochemical, ThioGlo CoA-SH fluorescence, plate reader | Histone acetyltransferase RTT109 (Candida albicans (strain SC5314 / ATCC MYA-2876)), … | purified Rtt109/Vps75, 4 h | inhibition, % at 34.9 µM | 330,000 tested, 0.16% active | AID 540336, 2011;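 active means inhibition of at least 50% in every replicate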
Target sequence (Q5AAJ8 whole entry, looked up): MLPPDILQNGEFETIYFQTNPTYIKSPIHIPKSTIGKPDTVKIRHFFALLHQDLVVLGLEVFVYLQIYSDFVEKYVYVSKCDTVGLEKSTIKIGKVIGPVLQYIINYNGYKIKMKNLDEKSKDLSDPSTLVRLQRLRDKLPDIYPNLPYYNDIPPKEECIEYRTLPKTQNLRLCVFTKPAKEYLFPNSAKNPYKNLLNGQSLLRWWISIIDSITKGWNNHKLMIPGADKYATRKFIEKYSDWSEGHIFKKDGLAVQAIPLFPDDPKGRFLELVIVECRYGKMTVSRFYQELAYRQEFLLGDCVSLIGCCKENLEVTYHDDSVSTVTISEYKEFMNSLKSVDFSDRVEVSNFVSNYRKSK
DAGLB inh: DAGLB lipase inhibitors, primary screen, biochemical, fluorescence, HTS; inhibition, % at 5.17 µM; Diacylglycerol lipase-beta (Homo sapiens), Q8NCG7; AID 504411, 2011; 340,000 tested, 0.059% active; HEK293T DAGLB membrane lysate, EnzChek fluorogenic substrate; in the data active means inhibition above about 34%;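 further: 0% = enzyme with vehicle and 100% = wells lacking enzyme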
CAL PDZ FP-2: untagged CAL PDZ binding inhibitors, primary screen, biochemical, fluorescence polarization, HTS | Golgi-associated PDZ and coiled-coil motif-containing protein (Homo sapiens), Q9HD26 | purified CAL PDZ, TMR-peptide fluorescence polarization, 1 h | inhibition, % at 24.9 µM | 300,000 tested, 0.92% active | AID 602252, 2012;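 active means mean inhibition of at least 30% with at least half of replicates also reaching 30%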;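 further: 0% = DMSO neutral control and 100% = excess unlabeled competitor peptide PRC23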
Active calls of the source: *; nt = no result given.

cpd	cardiac RTF act	CAL PDZ FP-1	Keap1-Nrf2 PPI	SR-BI uptake up	RTF Ca sens inh	PKA-R2B activ	compound	C-LANA FP	Rtt109 HAT inh	DAGLB inh	CAL PDZ FP-2
1	1	-1.5	3	2	2	7	CCCCCn1c(CNC(=O)COC)nc2ccccc21	-0.1	0	-3	1
2	4	-2.6	4	-3	-6	-8	O=C(CSc1nc2cc3ccccc3cc2[nH]1)Nc1ccc(F)cc1	0.7	-3	1	nt
3	1	-0.8	2	20	-4	2	COc1ccc(CNS(=O)(=O)CCNC(=O)c2ccc3c(c2)OCO3)cc1	-0.8	3	1	-2
4	7	-1.7	-3	16	-5	3	CCOC(=O)/C=C1\SCC(=O)N1CC(=O)NC(C)C	1.7	-9	1	-2
5	-7	1.7	5	-36	-1	-6	Cc1cc(N2CCN(C)CC2)nc2ccc(NC(=O)c3ccc(Br)o3)cc12	3.7	11	0	-2
6	1	-2.0	-4	nt	-6	0	COc1ccc(NC(=S)Nc2cnc3ccccc3c2)c(OC)c1	0.0	-3	-3	2
7	0	nt	-6	19	-9	-8	CCN(CC)C(=O)CSc1nc(O)cc(=O)n1CC	-1.7	-7	-2	-3
8	-2	0.7	4	-4	-1	6	CC(=O)c1ccc(COC(=O)c2cc3ccccc3oc2=O)cc1	0.8	-7	-2	2
9	0	nt	-3	2	2	-4	CS(=O)(=O)N(CC(=O)NCCSCc1ccccc1)c1ccc2c(c1)OCO2	0.4	5	-1	-5
10	4	-1.6	-1	-14	-8	-5	COc1ccc(C(=O)Nc2nc3ccccc3[nH]2)cc1OC	0.5	15	-1	0
11	14	-1.0	-2	19	0	-5	CC(C)C[C@@H](CN1C(N)=NC[C@@H]1C)NC(=O)CC12CC3CC(CC(C3)C1)C2	0.8	1	1	-3
12	-5	-0.9	-5	-7	0	-1	COc1ccc(S(=O)(=O)NC2CC2)cc1Br	0.3	15	-2	-5
13	-3	-0.9	-3	54	-9	-7	Cn1c(N)c(C(=O)COC(=O)COc2ccc(Cl)cc2Cl)c(=O)n(C)c1=O	-1.2	0	0	11
14	8	-1.8	-5	23	-20	8	C#CC(=O)CC1(CN(Cc2ccccc2)C(=O)OC(C)(C)C)CCCCC1	-1.5	-1	5	-1
15	5	0.0	-2	3	-6	-10	O=C(CNC(=O)c1ccccc1F)OCC(=O)N1CCCc2ccccc21	-1.5	3	1	7

Entries shown so far that contain an NH in an aromatic ring (2):
cpd	cardiac RTF act	CAL PDZ FP-1	Keap1-Nrf2 PPI	SR-BI uptake up	RTF Ca sens inh	PKA-R2B activ	compound	C-LANA FP	Rtt109 HAT inh	DAGLB inh	CAL PDZ FP-2
2	4	-2.6	4	-3	-6	-8	O=C(CSc1nc2cc3ccccc3cc2[nH]1)Nc1ccc(F)cc1	0.7	-3	1	nt
10	4	-1.6	-1	-14	-8	-5	COc1ccc(C(=O)Nc2nc3ccccc3[nH]2)cc1OC	0.5	15	-1	0

Later entries
cpd	cardiac RTF act	CAL PDZ FP-1	Keap1-Nrf2 PPI	SR-BI uptake up	RTF Ca sens inh	PKA-R2B activ	compound	C-LANA FP	Rtt109 HAT inh	DAGLB inh	CAL PDZ FP-2
16	-6	-10	-5	25	4	-2	O=C1Nc2cc(C(=O)NCCCN3CCCC3)ccc2S/C1=C/c1ccccc1F	0.2	14	2	-12
17	5	-0.8	-2	-11	8	-5	Cc1cccc(NS(=O)(=O)c2ccc(Oc3ccccc3)cc2)n1	0.6	8	1	8
18	1	-3.0	-5	nt	5	-5	CCc1cccc(CC)c1NC(=O)CO/N=C(\N)CC(=O)NC1CCCCC1	-0.7	0	-3	-3
19	1	1.1	-3	-1	2	5	CC[N+]1(C)[C@@H]2CC[C@H]1CC(OC(=O)[C@H]1CCC(C(=O)OC3C[C@H]4CC[C@@H](C3)[N+]4(C)CC)(c3ccccc3)c3ccccc31)C2 (stereo partly specified)	-0.2	4	0	0
20	-17	-1.1	-1	24	-12	-6	O=C(c1ccc(N2CCCC2)c([N+](=O)[O-])c1)N1CCc2ccccc2C1	0.5	3	7	nt
21	4	-1.9	-4	-4	0	-10	CC(C(=O)Nc1ccccc1-c1ccccc1)N1CCCCC1 (stereo unspecified)	1.0	-5	-4	0
22	4	-3.1	-3	-32	-9	-9	COC(=O)Cc1n[nH]c(=S)[nH]c1=O	0.5	5	0	-3
23	-4	-1.0	-6	-5	-12	-5	CN1CC(=O)N2[C@H]3c4ccccc4OC[C@@H]3[C@H](c3ccccc3)[C@]2(C)C1=O	0.7	6	-2	1
24	-1	0.5	-3	-7	2	-11	COC(=O)c1ccc(C(NC(=O)OCc2ccccc2)/C(C)=C/[C@@H](C)C(=O)NCc2ccc(-c3ccccc3)cc2)cc1 (stereo partly specified)	1.0	-3	-3	-6
25	0	-0.6	-5	nt	-2	3	CN(Cc1cnn(C)c1)S(=O)(=O)c1cccc([N+](=O)[O-])c1	-1.9	-27	-1	nt
26	-3	-2.4	-3	-85	4	3	C/C(=N\NC(=O)c1cccc(N/N=C(\C)c2cc(O)ccc2O)c1)c1cc(O)ccc1O	-3.2	11	2	0
27	1	-1.5	-2	-43	7	-9	COc1cc(-c2cc(C(=O)Nc3nc4ccccc4s3)c3ccccc3n2)cc(OC)c1OC	-1.3	-21	-3	87*
28	3	-3.3	-1	-3	-6	-14	C=CCSC1=NC(N)=C(C#N)C2(CCCCC2)C1C(N)=O (stereo unspecified)	-0.1	nt	3	-1
29	-3	1.2	0	-30	2	-7	Cc1c(C#N)c(N)nc2c3c(sc12)NC(=O)CC3c1ccc(Cl)cc1 (stereo unspecified)	-0.2	-4	4	-5
30	4	-18	-5	-24	-6	-6	CC(C)CN1CCN(Cc2cc3ccccc3[nH]2)CC1CCO (stereo unspecified)	3.3	10	0	-2
31	-4	-0.6	0	17	-7	11	Cc1[nH]c2ccccc2c1C(=O)CN1CCCC1	0.1	2	1	-9
32	-2	0.0	-11	21	-11	9	COCCCN(C(=O)CSc1nc2ccccc2c(=O)n1C)c1c(N)n(Cc2ccccc2)c(=O)[nH]c1=O	1.4	8	1	-4
33	1	-2.4	-3	-8	-2	2	Cc1ccc(N2CC(C(=O)Nc3cc(Cl)ccc3-n3cncn3)CC2=O)cc1 (stereo unspecified)	-0.4	-14	0	-7
34	-4	-0.4	1	5	0	-8	COc1ccc(-n2ncc3c(=O)n(CC(C)=O)cnc32)cc1	1.5	-6	0	3
35	-2	-2.8	-1	-14	-9	11	CCOC(=O)C1CCN(C(=O)c2ccc(OC3CCN(C(=O)CCOC)CC3)cc2)CC1	2.4	-1	-1	1
36	0	0.1	-2	-30	-20	0	Cn1c(O)c(N=NC(=O)c2cc(-c3cccs3)nc3ccccc23)c2ccccc21	-0.6	8	2	1
37	0	nt	1	-26	-13	8	CC(=O)Nc1sc(NC(=O)c2ccc(C)cc2)nc1-c1cccs1	-1.6	-8	2	73*
38	-3	0.5	1	-80	-7	-1	COc1cc(NC2CCCCC2O)c2nc(-c3ccc(Cl)cc3)ccc2c1 (stereo unspecified)	1.8	5	0	1
39	-6	0.6	-3	12	-1	4	O=C(O)CCCC(=O)NCCc1ccncc1	-1.7	2	0	5
40	0	0.5	5	-90	-7	0	COc1ccccc1NS(=O)(=O)c1ccc(N/N=C/c2c(C)nn(-c3ccccc3)c2N2CCCC2)c([N+](=O)[O-])c1	0.9	-8	15	8
41	4	1.1	-4	-6	-12	-7	O=C(Nc1ccc(-n2ccnc2P(=O)(O)c2ccccc2)cc1)c1ccccc1Br	0.0	-4	-2	-5
42	-3	0.0	-1	-13	-3	6	Cc1nn(-c2cc(N3CCNCC3)ccc2[N+](=O)[O-])c(=O)c2ccccc12	-4.9	4	-3	-1
43	0	-0.8	0	20	-7	-1	CCOc1ccccc1N1CCN(S(=O)(=O)c2ccc3c4c(cccc24)C(=O)N3)CC1	-1.8	-6	3	-3
44	-2	nt	-11	6	6	2	CCOC(=O)c1ccc(NC(=O)C2CC2)cc1	-1.2	3	1	-4
45	0	-1.6	-5	-19	-5	4	COc1ccccc1OCCn1cc(C=O)c2ccccc21	0.0	-3	-8	-3
46	4	nt	-5	-11	4	-8	Cc1csc2nc(CSc3nc4ccccc4o3)cn12	-0.9	-2	-3	-15
47	-3	-0.9	-6	nt	-1	3	CCn1c(SCC(=O)N2CCC(C(N)=O)(N3CCCCC3)CC2)nc2ccccc2c1=O	1.3	1	3	-1
48	2	-2.6	-2	-80	-6	-3	CCOc1ccc(C(F)(F)F)cc1NC(=O)c1ccc(OC)c([N+](=O)[O-])c1	1.4	6	-4	-7
49	3	-2.1	-4	24	3	-2	Cn1c(=O)c2c(nc(SCC(=O)NCc3ccc4c(c3)OCO4)n2Cc2ccc(Cl)cc2)n(C)c1=O	9.6	0	-1	nt
50	4	-1.4	0	-4	-7	4	C=CCNC(=O)C1CCN(c2ccc(S(=O)(=O)N3CCOCC3)cc2Cl)CC1	-0.5	2	1	-7
51	-4	-0.2	2	12	-16	6	Cc1cccc(NC(=O)CCN2C(=O)c3cccc([N+](=O)[O-])c3C2=O)c1	1.8	2	0	1
52	-2	-2.3	-6	-8	-8	-6	O=c1c2ccccc2nnn1Cc1nnc(-c2ccccc2Br)o1	0.9	-2	-2	-3
53	0	-2.3	4	-41	-23	0	COc1cccc(N2CCN(C(=O)c3ccc(CS(=O)c4ccccc4C)o3)CC2)c1 (stereo unspecified)	-1.6	2	1	-2
54	-1	1.4	2	-5	-10	-6	COc1ccc(CCNC(=O)c2ccn[nH]2)cc1OC	-2.9	6	-2	-4
55	-1	-3.8	-2	-63	-7	-6	COc1ccc(OC)c(C(=O)COC(=O)CN2C(=O)NC3(CCCCC3C)C2=O)c1 (stereo unspecified)	0.5	-3	-2	-2
56	-5	-2.2	-10	-10	-7	3	CCOC(=O)c1ccccc1N/C=C/C(=O)c1cccs1	-0.2	15	-4	2
57	3	-3.1	3	-10	9	8	COC(=O)c1ccccc1NC(=O)CSc1nnnn1C1CCCCC1	-0.6	-1	-3	0
